NPY Y1 blocker: NPY-Y1 receptor antagonists, primary screen, cell-based | AID 1040, 2008 | 200,000 compounds, 1% hits | inhibition, % at 3.6 µM | HEK293-CNG Y1 cells, membrane potential fluorescence; NPY at EC95, then isoproterenol | Neuropeptide Y receptor type 1 (Homo sapiens), P25929;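 active means inhibition above the campaign mean inhibition of all tested compounds plus 3 SD, cut at about 20% in these data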;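 further: 0% = DMSO wells given NPY plus isoproterenol and 100% = isoproterenol alone without NPY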
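Benchmarks – high control isoproterenol alone, low control NPY with isoproterenol · Material – HEK293 Y1/CNG channel cell line · Times – dye 3 h, compound 60 min room temperature, stimulation 45 min · Probe or stimulus – NPY (25 nM), isoproterenol (1 µM), Ro 20-1724 (25 µM) · Evaluation – % inhibition of NPY effect · Signal – fluorescence, membrane potential probe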
S1P4 antag: S1P4 receptor antagonists, primary screen, cell-based | Sphingosine 1-phosphate receptor 4 (Homo sapiens), O95977 | S1P4-expressing cells, antagonist mode, reporter read-out | inhibition, % at 4.98 µM | 220,000 compounds, 0.26% hits | AID 1510, 2009; in the data active means inhibition above about 29%;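 further: 0% = wells stimulated with agonist and 100% = vehicle wells without agonist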
Target sequence (O95977 whole entry, looked up): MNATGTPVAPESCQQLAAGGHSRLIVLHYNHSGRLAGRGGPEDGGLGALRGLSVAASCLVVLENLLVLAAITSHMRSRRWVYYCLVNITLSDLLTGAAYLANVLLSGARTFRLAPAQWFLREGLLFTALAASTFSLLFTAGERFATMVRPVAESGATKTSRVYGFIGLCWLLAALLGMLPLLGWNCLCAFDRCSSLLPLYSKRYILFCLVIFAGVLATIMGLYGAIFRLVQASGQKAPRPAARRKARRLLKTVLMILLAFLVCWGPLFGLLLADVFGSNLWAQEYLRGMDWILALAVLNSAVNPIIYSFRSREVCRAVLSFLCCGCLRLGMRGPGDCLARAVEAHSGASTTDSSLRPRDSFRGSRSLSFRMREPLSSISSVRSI
EP2 modulator: EP2 receptor modulators, cAMP readout, primary screen, cell-based, HTRF cAMP, PGE2 stimulation | induction, % at 25 µM | 260,000 compounds, 0.83% hits | EP2-expressing cells, cAMP HTRF FRET, PGE2 co-stimulation;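 active means compounds whose cAMP rise, as percent of the full-agonist control response, exceeds 60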;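 further: rat C6 glioma line stably carrying human EP2 under a CMV promoter; the protocol text gives 20 µM as final concentration; 100% = response of wells given 1 µM PGE2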
Target sequence (P43116 whole entry, looked up): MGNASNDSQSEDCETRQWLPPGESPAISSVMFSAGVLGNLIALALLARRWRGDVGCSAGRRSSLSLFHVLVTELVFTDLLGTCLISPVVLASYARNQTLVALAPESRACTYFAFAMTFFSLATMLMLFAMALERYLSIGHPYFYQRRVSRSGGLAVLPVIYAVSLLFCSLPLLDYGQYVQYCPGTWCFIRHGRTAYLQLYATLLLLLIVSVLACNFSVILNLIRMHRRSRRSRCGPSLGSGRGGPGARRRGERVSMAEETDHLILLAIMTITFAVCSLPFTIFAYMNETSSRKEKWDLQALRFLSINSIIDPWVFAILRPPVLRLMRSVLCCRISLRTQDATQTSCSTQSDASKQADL
S1P4 agonist: S1P4 receptor agonists, primary screen, cell-based; activation, % at 4.98 µM; AID 1509, 2009; 220,000 compounds, 0.35% hits; Sphingosine 1-phosphate receptor 4 (Homo sapiens), O95977; S1P4-expressing cell line, agonist reporter assay; in the data active means activation above about 11%;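 further: 0% = DMSO vehicle and 100% = reference agonist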
p97 ATPase inh: inhibitors of human p97 ATPase, primary screen, biochemical; recombinant p97 ATPase, Kinase-Glo ATP luminescence, 3 h; inhibition, % at 8 µM; 220,000 compounds, 0.42% hits; AID 1481, 2009; in the data active means inhibition above about 15%;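 further: 0% = DMSO vehicle and 100% = wells lacking enzyme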
NPY1 pot ag: NPY-Y1 receptor potentiators or agonists, primary screen, cell-based. Neuropeptide Y receptor type 1 (Homo sapiens), P25929. activation, % at 3.6 µM. 220,000 compounds, 0.37% hits. NPY-Y1 expressing cells, potentiator/agonist activation; in the data active means activation above about 33%, passing the limit was not always enough;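 further: cells stimulated with NPY at EC10 then isoproterenol at EC100; 0% = low agonist plus stimulus and 100% = saturating agonist plus stimulus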
NPY-Y2 PAM-ag: NPY-Y2 potentiators or agonists, primary screen, cell-based; cells expressing NPY-Y2, potentiator/agonist read-out; activation, % at 3.6 µM; 220,000 compounds, 0.45% hits; AID 1359, 2008; in the data active means activation above about 27%;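 further: cells stimulated with NPY near EC25 plus isoproterenol at EC100; 0% = vehicle plus submaximal agonist and 100% = vehicle plus saturating agonist; some results beyond the cut were filed as inactive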
PGE2 EP2 inh: human EP2 receptor antagonists, primary screen, TR-FRET cAMP, C6 glioma cells; C6 glioma cells expressing human EP2; cells stimulated with saturating PGE2; inhibition, % at 25 µM; 260,000 compounds, 0.52% hits;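 active means percent inhibition above 40 after rounding to a whole number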;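 further: rat C6 glioma host cells with rolipram phosphodiesterase inhibitor present; the protocol text gives 20 µM as final concentration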
eIF4E 4G PPI: eIF4E–eIF4G protein interaction inhibitors, primary screen, biochemical, uHTS, TR-FRET, eIF4GI fragment. AID 782, 2007. 220,000 compounds, 0.37% hits. Eukaryotic translation initiation factor 4E (Mus musculus) + Eukaryotic translation …. inhibition, % at 21.7 µM. TR-FRET eIF4E-eIF4GI(517-606) binding, 2 h;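 active means inhibition above about 30%, limit read from the data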;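 further: 0% = full FRET control wells and 100% = background wells lacking eIF4GI fragment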
Active calls of the source: *; x = not tested or not shown; & = joins results of further samples; [ ] = another dose, or the depositor's remark. Only part of the results is shown; count on the stated rates, not on these rows.

Assay codes: A = NPY Y1 blocker; B = S1P4 antag; C = EP2 modulator; D = S1P4 agonist; E = p97 ATPase inh; F = NPY1 pot ag; G = NPY-Y2 PAM-ag; H = PGE2 EP2 inh; I = eIF4E 4G PPI
> Cc1n[nH]c(=O)nc1N/N=C/c1ccco1
  A: 1 | B: -14 | C: 30 | D: 1.1 | E: -8 | F: -5 | G: -19 | H: 8 | I: -2
> O=C(Cc1cccs1)Nc1nc(-c2cccnc2)cs1
  A: x | B: -16 | C: -21 | D: 3.5 | E: 6 | F: -16 | G: 4 | H: 5 | I: 9
> CCC(c1nnnn1C(C)(C)C)N(CCOC)Cc1cc2cccc(C)c2n2nnnc12 (configuration not stated)
  A: -1 | B: -16 | C: 8 | D: -1.6 | E: 1 | F: -12 | G: 1 | H: 11 | I: 7
> CCN(CC)c1ccc(NC(=O)c2[nH]c(C)c(C(C)=O)c2C)c(C)c1
  A: 7 | B: -13 | C: -9 | D: -2.1 | E: -4 | F: -4 | G: -10 | H: 14 | I: 1
> CC(=O)Nc1ccc(S(=O)(=O)NC2(C(F)(F)F)C(=O)Nc3c2c(=O)[nH]c(=O)n3C)cc1 (configuration not stated)
  A: 0 | B: -1 | C: 18 | D: 2.0 | E: 4 | F: -15 | G: -13 | H: 8 | I: 1
> CCN(CC)C(=O)CSc1nc(-c2ccccc2)cc(=O)[nH]1
  A: -1 | B: -13 | C: 10 | D: 2.0 | E: 1 | F: 3 | G: 5 | H: 3 | I: 0
> CN(C)CCN(C(=O)c1ccc(N2C(=O)CCC2=O)cc1)c1nc2cc3c(cc2s1)OCO3
  A: 15 | B: 6 | C: 20 | D: 2.1 | E: 0 | F: 8 | G: 4 | H: 8 | I: 0
> COc1ccccc1NS(=O)(=O)c1cc(NC(=O)c2ccc3ccccc3n2)ccc1Cl
  A: 0 | B: -4 | C: -41 | D: 0.9 | E: 5 | F: 7 | G: 5 | H: 6 | I: 18
> C/C(=N\Nc1ccc(S(=O)(=O)Nc2ccc(Cl)cc2)cc1[N+](=O)[O-])c1ccc(N2CCOCC2)cc1
  A: -6 | B: -3 | C: 1 | D: 0.0 | E: 3 | F: 13 | G: 6 | H: 3 | I: 2[fluorescence artefact?]
> CC(C)Cn1c(-c2ccco2)nc2c(c(=O)c3ccccc3n2C)c1=O
  A: 8 | B: 16 | C: -1 | D: -0.8 | E: 8 | F: -12 | G: -20 | H: 8 | I: 2
> COc1cc([N+](=O)[O-])ccc1NC(=S)NC(=O)CC(C)(C)C
  A: 10 | B: 14 | C: -8 | D: -0.7 | E: 0 | F: -1 | G: -9 | H: 10 | I: -5
> Cc1cc(C)nc(SCc2nnc(SCC(=O)Nc3ccc(C)c(C)c3)n2Cc2ccco2)n1
  A: -8 | B: 6 | C: 40&-29 | D: -4.8 | E: 7 | F: 21 | G: 15 | H: 10&10 | I: -13
> CS(=O)(=O)Nc1nnc(C2CCCC2)s1
  A: -1 | B: 13 | C: 17 | D: -0.3 | E: -3 | F: 4 | G: 6 | H: 7 | I: 2
> CCCCCC/C(C)=C1/SC(=S)NC1=O
  A: -2 | B: 2 | C: 7 | D: -0.3 | E: 4 | F: -10 | G: -24 | H: 10 | I: -6
> CCCCn1c(CCC(=O)O)nc2c1c(=O)[nH]c(=O)n2CCC
  A: 8 | B: 26 | C: 42 | D: 0.3 | E: 4 | F: 32 | G: -2 | H: 7 | I: 2

Part of the list above in order of molecular weight, largest number first:
Assay codes: A = NPY Y1 blocker; B = S1P4 antag; C = EP2 modulator; D = S1P4 agonist; E = p97 ATPase inh; F = NPY1 pot ag; G = NPY-Y2 PAM-ag; H = PGE2 EP2 inh; I = eIF4E 4G PPI
> CCCCn1c(CCC(=O)O)nc2c1c(=O)[nH]c(=O)n2CCC
  A: 8 | B: 26 | C: 42 | D: 0.3 | E: 4 | F: 32 | G: -2 | H: 7 | I: 2
> CCN(CC)C(=O)CSc1nc(-c2ccccc2)cc(=O)[nH]1
  A: -1 | B: -13 | C: 10 | D: 2.0 | E: 1 | F: 3 | G: 5 | H: 3 | I: 0
> CS(=O)(=O)Nc1nnc(C2CCCC2)s1
  A: -1 | B: 13 | C: 17 | D: -0.3 | E: -3 | F: 4 | G: 6 | H: 7 | I: 2
> CCCCCC/C(C)=C1/SC(=S)NC1=O
  A: -2 | B: 2 | C: 7 | D: -0.3 | E: 4 | F: -10 | G: -24 | H: 10 | I: -6

Carrying on:
Assay codes: A = NPY Y1 blocker; B = S1P4 antag; C = EP2 modulator; D = S1P4 agonist; E = p97 ATPase inh; F = NPY1 pot ag; G = NPY-Y2 PAM-ag; H = PGE2 EP2 inh; I = eIF4E 4G PPI
> CC1CCN(CCCNC(=O)c2cc3sccc3n2C)CC1
  A: 10 | B: -6 | C: -13 | D: 1.2 | E: 3 | F: 5 | G: -6 | H: 13 | I: -9
> CC(NC(=O)C1CC2CCCC(C1)C2=O)c1ccccc1 (configuration not stated)
  A: 2 | B: 16 | C: 7 | D: -1.0 | E: 3 | F: -2 | G: 19 | H: 12 | I: 3
> NS(=O)(=O)c1ccc(N/N=C/c2ccc3c(c2)OCO3)c([N+](=O)[O-])c1
  A: -1 | B: 6 | C: -6 | D: 0.7 | E: 3 | F: 20 | G: 14 | H: 6 | I: -14
> CC1(c2ccc(O)cc2)NC(=O)N(c2ccccc2)N1 (configuration not stated)
  A: 0 | B: -9 | C: 23 | D: 0.3 | E: -2 | F: 6 | G: 10 | H: 5 | I: -1
> CC(Oc1ccc(C(=O)NCCc2ccccc2)cc1)C(=O)O (configuration not stated)
  A: 2 | B: -7 | C: -4 | D: -1.6 | E: -4 | F: -19 | G: 7 | H: 6 | I: -4
> COc1ccc(C)cc1NC(=O)CCC(=O)Nc1ccc2nc(N3CCN(C)CC3)cc(C)c2c1
  A: 7 | B: -4 | C: -31 | D: 0.6 | E: -1 | F: -1 | G: -5 | H: x | I: -7
> CCC(C)NC(=O)Cn1cc2c(n1)CCC(C)C2 (configuration not stated)
  A: -1 | B: -7 | C: 1 | D: -2.7 | E: 3 | F: -1 | G: 9 | H: 7 | I: -4
> CC(=O)c1cccc(NC(=O)CN2C(=O)NC3(CCCCCCC3)C2=O)c1
  A: 3 | B: -33 | C: 9 | D: 0.3 | E: 8 | F: 3 | G: 7 | H: 7 | I: -18[fluorescence artefact?]
> O=C(Cn1c2ccccc2c(=O)c2ccccc21)N/N=C/c1ccc(N2CCCC2)c([N+](=O)[O-])c1
  A: 5 | B: -8 | C: 3 | D: 0.0 | E: -6 | F: -22 | G: -4 | H: 12 | I: 29
> CCC/C(O)=C1\C(=O)CC(C)(C)CC1=Nc1ccc(OC)cc1OC
  A: 11 | B: 10 | C: 48 | D: -2.9 | E: -9 | F: -15 | G: -17 | H: 8 | I: -7

Bioassay records: PubChem, several laboratories
